# Bioassay records deposited in PubChem BioAssay by Sanford-Burnham Center for Chemical Genomics.
# NLRP3 yeast inh: blocks the NALP3 inflammasome reconstituted in yeast; 330,000 compounds, 0.39% hits; Yeast reconstituted NLRP3/ASC/caspase-1, beta-gal luminescence, 24 h; AID 2825; inhibition, % at 10 µM;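 active = inhibition of 50% or more; inactive = inhibition below 50%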;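 also: plate controls were induced DMSO wells for no effect and uninduced yeast grown without galactose for full effect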
# SENP1 inh: inhibitors of human SENP1 SUMO protease catalytic domain; inhibition, % at 10 µM; AID 624204; recombinant SENP1 catalytic domain, CyPet-SUMO1-YPet FRET cleavage; 360,000 compounds, 0.21% hits;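 active = inhibition at least 30% at 10 µM, raw YFP signal under a set limit, fluorescence ratio 0.5 to 1.5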;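 also: 0% = enzyme with DMSO and 100% = no enzyme wells; some results filed as inactive read as strong as hits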
# Target sequence (Q9P0U3 419-644 limits assumed): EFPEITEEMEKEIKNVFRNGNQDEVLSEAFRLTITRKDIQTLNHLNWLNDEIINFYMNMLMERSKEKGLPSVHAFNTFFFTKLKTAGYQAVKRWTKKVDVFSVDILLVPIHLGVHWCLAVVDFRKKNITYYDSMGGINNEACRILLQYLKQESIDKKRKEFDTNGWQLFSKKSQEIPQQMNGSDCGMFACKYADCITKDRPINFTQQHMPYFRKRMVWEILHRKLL
#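 Material – human SENP1 catalytic domain · Input – SENP1 enzyme, 20 pM final · Compound dosing – single concentration of 10 µM compound, 0.5% DMSO final · Timing – enzyme reaction for 50 min at room temperature, dark · Measured by – FRET fluorescence in CFP and YFP emission channels · Control set – no-enzyme wells low, DMSO-plus-enzyme wells high control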
# SENP8 block-1: inhibitors of human SENP8 protease; Q96LD8; recombinant SENP8, Nedd8 substrate fluorescence; inhibition, % at 20 µM; 360,000 compounds, 0.64% hits; AID 602440; in the data active = inhibition mostly above about 40%, no sharp cut-off; inactive = mostly below about 27%
# Target sequence (Q96LD8 whole entry, looked up): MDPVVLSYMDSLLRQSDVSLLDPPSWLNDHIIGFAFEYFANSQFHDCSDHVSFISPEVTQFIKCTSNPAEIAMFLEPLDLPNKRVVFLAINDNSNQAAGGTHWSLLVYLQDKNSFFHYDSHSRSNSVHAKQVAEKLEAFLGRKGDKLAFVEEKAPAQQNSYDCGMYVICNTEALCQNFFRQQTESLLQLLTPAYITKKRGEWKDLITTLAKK
# SENP7 inh: blocks the human protease SENP7; Q9BQF6; recombinant SENP7, Z-RLRGG-aminoluciferin luminescence, 40 min; inhibition, % at 5 µM; 330,000 compounds, 1.5% hits; AID 434973;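 active = inhibition above about 50% at the single test dose, limit read from the data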;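 also: plate controls were DMSO with enzyme for no effect and no enzyme buffer wells for full effect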
# Target sequence (Q9BQF6 706-1050 limits assumed): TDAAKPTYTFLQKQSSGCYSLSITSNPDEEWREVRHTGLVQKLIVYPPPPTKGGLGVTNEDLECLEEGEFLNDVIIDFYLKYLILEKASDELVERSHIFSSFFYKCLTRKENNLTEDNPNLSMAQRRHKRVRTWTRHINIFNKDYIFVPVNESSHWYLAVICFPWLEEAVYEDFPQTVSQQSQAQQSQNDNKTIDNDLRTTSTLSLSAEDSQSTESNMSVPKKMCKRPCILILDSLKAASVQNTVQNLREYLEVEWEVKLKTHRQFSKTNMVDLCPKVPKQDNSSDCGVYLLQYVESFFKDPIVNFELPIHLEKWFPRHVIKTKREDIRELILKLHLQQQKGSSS
# SENP6 block: inhibitors of human SENP6 protease; inhibition, % at 10 µM; Q9GZR1; Recombinant SENP6 catalytic domain, aminoluciferin luminescence; 330,000 compounds, 1.8% hits;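 active = inhibition above about 50% at the single tested dose, limit read from the data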;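 also: plate controls were DMSO wells with enzyme for no effect and DMSO wells lacking enzyme for full effect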
# SENP8 block-2: SENP8 protease inhibition. AID 2540. purified SENP8, Z-RLRGG-aminoluciferin cleavage, luminescence. Q96LD8. 330,000 compounds, 1.2% hits. inhibition, % at 10 µM; in the data active = inhibition above about 50%
# Apaf1 inhib: blocks human Apaf-1 apoptosome activity; O14727; reconstituted apoptosome caspase-3 activity, DEVD-Rh110 fluorescence; inhibition, % at 20 µM; 330,000 compounds, 0.71% hits; AID 489030; active = inhibition of at least 40% at 20 µM;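 also: plate controls were DMSO wells for no effect and DEVD-CHO caspase inhibitor wells for full effect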
#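 Material: reconstituted apoptosome with Apaf-1, cytochrome c, caspase-9, procaspase-3, dATP / Buffer or medium: pH 7.5 Hepes buffer with CHAPS, BSA, DTT / Also added: cytochrome c with DEVD-Rh110 / Schedule: compound with Apaf-1, dATP, procaspase-3 30 min, then 50 min reaction, room temperature / Technique: rhodamine 110 fluorescence at Ex 480/Em 540 nm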
# HKDC1 inhibitor: HKDC1 (human) hexokinase inhibition. 340,000 compounds, 0.16% hits. Q2TB90. recombinant HKDC1, G6PDH/diaphorase resazurin coupled fluorescence. inhibition, % at 20 µM. AID 493160;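 active = inhibition above about 35% when tested at 20 µM, limit read from the data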;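 also: plate controls were DMSO wells with enzyme for no effect and DMSO wells lacking enzyme for full effect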
#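 Test system: Recombinant HKDC1 (HK5) hexokinase enzyme, produced in-house | Input: HKDC1 at 5 µg/mL | Buffer or medium: Tris pH 8.0 buffer with MgCl2, Tween-20, BSA, BME | Schedule: 90 min reaction incubation at room temperature, dark | Technique: Resazurin-to-resorufin fluorescence via G6PDH and diaphorase coupling, 525/613 nm | Controls: DMSO wells with and without enzyme mix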
# PfG6PD inh: PfG6PD (Plasmodium falciparum) enzyme inhibition. inhibition, % at 20 µM. 350,000 compounds, 0.78% hits. AID 504690. PfGluPho enzyme, NADPH resazurin-diaphorase fluorescence;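 active = inhibition reaching at least a set limit at 20 µM in the primary screen, cut at about 59% in these data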;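 also: 0% = DMSO wells with substrate and 100% = DMSO wells lacking glucose-6-phosphate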
# * hit, by the source's call; i = inactive; · = no result given.
SMILES,NLRP3 yeast inh,SENP1 inh,SENP8 block-1,SENP7 inh,SENP6 block,SENP8 block-2,Apaf1 inhib,HKDC1 inhibitor,PfG6PD inh
CCn1cc(C(=O)N[C@H](C(=O)O)C(C)C)c(=O)c2cc3c(cc21)OCO3,12.6,1.8,-103.6,5.0,-13.4,4.2,0.3,-5.5,-4.6
CCOC(=O)c1n[nH]n(-c2cc(Cl)cc(Cl)c2)c1=O,-4.4,-0.4,6.4,-8.4,-12.7,3.6,9.0,-0.2,-0.8
Cc1ccc(S(=O)(=O)NN=C2CC3CCC2(C)C3(C)C)cc1 (stereo not drawn),·,0.9,1.2,·,·,·,·,-0.1,30.3
Cc1ccccc1Oc1nc2c(C)cccn2c(=O)c1/C=C(\C#N)C(=O)Nc1c(C)n(C)n(-c2ccccc2)c1=O,3.0,-9.0,-412.5,-4.3,-7.8,3.2,5.9,3.1,-3.1
CN(c1ccccc1)S(=O)(=O)c1cccc(C(=O)Nc2nccs2)c1,13.9,-1.1,-47.6,5.7,5.9,-2.0,-7.3,-2.8,-9.9
O=S(=O)(/C(=C\c1ccc(C(F)(F)F)cc1)c1nc2ccccc2[nH]1)c1ccccc1,·,1.4,-13.9,·,·,·,·,8.4,23.9
COCCNC(=O)C(c1ccc(F)cc1)N(CC1CCCO1)C(=O)CCC(=O)Nc1ccccn1 (stereo not drawn),·,2.1,26.5,·,·,·,·,-7.0,13.9
COc1ccc(CC(=O)Nc2ccc(-c3nc4cc(C)ccc4o3)c(O)c2)cc1OC,12.1,-6.3,i,4.5,-7.8,4.4,42.0*,-7.7,3.5
CC(NC(=S)NC1CCCCC1)c1ccccc1 (stereo not drawn),22.2,-3.9,11.2,-0.3,-32.3,-3.7,-11.1,7.1,-9.7
O=C(NNC(=O)c1ccc(O)cc1O)c1ccc(Cl)cc1,22.1,0.6,17.2,-1.6,-9.6,-0.2,-5.2,-9.3,-54.6
CCc1nnc(NC(=O)CSc2nnc(CNc3ccc(OC)cc3)n2C)s1,16.5,1.3,33.1,3.6,-16.6,-3.2,8.5,-11.3,8.2
Cc1ccc2c(c1)cc(C)c1nnc(SCC(=O)NCc3ccco3)n12,16.8,0.3,-27.7,-5.3,-29.1,4.4,-1.7,10.8,16.7
CCCc1cc(=O)[nH]c(SCC(=O)Nc2sc3c(c2C#N)CCCC3)n1,5.1,-3.3,-4.3,-4.0,21.7,10.0,2.8,4.3,-8.7
CC(C)SCCCCOc1ccc2ccccc2c1,11.3,1.6,1.9,45.4,-0.6,3.0,-12.1,-10.6,12.1
COc1ccc(NS(=O)(=O)c2cccc(C(=O)NNC(=O)c3ccc(C)o3)c2)cc1,4.0,0.0,9.4,-2.0,-11.0,-0.6,-9.6,-4.3,-2.5
Cc1cccc(NC(=O)CCC(=O)N/N=C/c2ccco2)c1,12.7,0.0,8.0,8.7,-11.9,2.9,-8.0,-10.4,-3.7
CCN(CC)CC(O)COC(c1ccccc1)c1ccccc1 (stereo not drawn),-4.1,0.5,33.4,-10.1,-12.7,-9.9,-9.1,-1.3,-0.2
CS(=O)(=O)N(CC(=O)N1CCCC1)Cc1ccccc1,1.3,1.2,12.0,2.8,6.2,3.5,-19.9,-0.1,-3.9
O=c1oc(-c2ccco2)nc2sc3c(c12)CCCCC3,4.8,-11.6,-0.4,13.2,-60.9,-3.6,13.3,6.2,-3.0
O=C(NCC1CCCO1)c1ccc(NC(=O)c2cccc([N+](=O)[O-])c2)cc1 (stereo not drawn),18.1,2.6,5.2,-5.6,-11.9,12.3,-9.7,-5.8,-7.2
CN(C)c1ncc(S(=O)(=O)c2ccc(Cl)cc2)c(-c2ccc(Cl)cc2Cl)n1,9.2,3.0,-6.6,-7.1,5.9,-12.4,11.6,-0.3,6.0
CCOC(=O)c1c(C)[nH]c(C)c1S(=O)(=O)NCC1CCN(Cc2ccc(C)cc2)CC1,8.3,-2.1,5.5,1.3,0.2,-11.9,2.6,-4.4,6.5
Cc1c(Cl)cccc1NC(=O)CCC(=O)N/N=C/c1ccco1,8.1,-1.4,8.6,-11.8,-6.0,-8.7,3.4,-4.2,17.4
Clc1ccccc1N1CCN(c2ncnc3nc[nH]c23)CC1,10.7,0.8,-2.9,2.8,1.9,-1.1,10.6,-5.5,8.7
COc1ccc(C(=O)C(C)OC(=O)c2nc3nccc(C)n3n2)cc1 (stereo not drawn),13.1,0.9,2.9,1.4,-2.1,2.2,-4.8,-4.5,-9.7
O=C(Cc1ccc(S(=O)(=O)N2CCOCC2)s1)NCC1CCCCC1,3.7,-0.9,2.9,-6.5,-9.7,-8.2,0.7,-2.4,-8.8
Nn1c(SCC(=O)Nc2nccs2)nncc1=O,12.8,2.9,8.4,8.3,0.8,0.5,-9.5,-9.6,4.6
COc1cc(C(F)(F)F)c(C(=O)N(C)Cc2ccc(Cl)c(Cl)c2)cn1,10.5,2.3,7.7,8.3,-4.9,2.0,-3.8,-1.4,28.8
Cc1ccccc1-c1cccc([C@@H]2C[C@H]3C(CN2)CON3C)c1 (stereo partly drawn),·,-37.9,-0.2,·,·,·,·,-4.9,11.8
CC(=O)N1CCN(c2ccc(NC(=O)c3cc(Cl)ccc3Cl)cc2)CC1,1.3,1.4,19.9,-3.3,0.6,-4.0,-5.3,-2.5,1.4
COC(=O)CCCC1=CC2=C(c3ccccc3)C(=O)C(C)(OC(=O)C3CCCC3)C(=O)C2=CN1Cc1ccc2c(c1)OCO2 (stereo not drawn),-4.7,-19.7,36.8,-2.0,5.9,4.2,21.9,17.8,2.4
CCOc1ccccc1C(=O)NCc1ccco1,6.0,-1.5,3.4,6.0,13.3,-0.7,-3.4,-4.3,12.0
CC(C)NC(=O)NC(=O)COC(=O)C1(C)CC1(Cl)Cl (stereo not drawn),11.6,0.9,6.3,3.1,-11.8,0.1,3.5,0.4,-1.4
CNC(=S)N1CCC(NC(=O)C(Cc2ccc(OC)cc2)NC(C)=O)CC1 (stereo not drawn),20.7,-1.2,29.4,6.7,-11.9,-2.8,-15.9,-1.1,-7.5
COc1ccc(Cl)cc1C(=O)NC1=NCCS1,17.7,0.2,3.9,-6.3,-6.5,-9.7,2.3,-3.5,-7.8
CCN(CC(=O)Nc1c(Cl)cccc1Cl)C(=O)C1CCN(c2ncnc3sc(C)c(C)c23)CC1,15.8,0.1,2.2,0.0,5.9,4.7,4.1,-3.2,-3.0
CC(=O)Nc1ccc(C(=S)NCc2ccco2)cc1,-1.7,-1.5,-9.3,-1.3,7.4,0.4,-10.4,-1.7,-13.6
O=C(OCC(=O)N1c2ccccc2Sc2ccccc21)c1ccc[n+]([O-])c1,-12.2,0.7,-0.5,-9.2,-12.6,-0.7,10.5,-9.5,18.4
CCC(=O)NC(=S)Nc1cccc(NC(=O)c2ccccc2Cl)c1,-7.3,0.8,11.3,0.2,-13.4,-4.3,-7.6,-2.0,7.0
COc1ccc(CC(=O)OCC(=O)Nc2ccc(Cl)cc2C)cc1,4.5,3.6,-8.7,4.5,-4.5,6.6,-4.0,-1.3,-3.4
O=c1[nH]nc(SCc2cc(Cl)ccc2Cl)c(=O)[nH]1,8.3,0.5,6.9,-5.1,13.9,0.2,2.1,-3.2,-3.5
CCS(=O)(=O)N1CCCC(C(=O)N2CCc3ccccc3C2)C1 (stereo not drawn),-4.4,-0.7,52.8*,4.5,1.2,5.4,10.4,3.2,-17.9
CCn1cc(S(=O)(=O)CC(=O)Nc2cc(C)on2)c2ccccc21,-9.7,-0.7,5.5,-6.5,0.0,-2.8,10.9,-2.5,17.4
O=C(CCCC(=O)OCC(=O)c1ccc(Cl)cc1)NC1CCCCC1,2.1,1.7,15.4,-1.7,-26.6,0.9,15.0,1.0,-17.2
Oc1c(N=NC(=S)Nc2ccccc2F)c2ccccc2n1Cc1ccccc1F,12.2,5.0,32.9,-1.7,2.8,3.6,-5.7,-9.8,7.7
O=C(NC(Nc1ccccn1)C(Cl)(Cl)Cl)c1ccccc1 (stereo not drawn),11.7,-0.5,4.3,-1.5,1.4,-0.1,-0.4,-7.5,-1.9
Cc1nc(Nc2ccc(C(=O)O)cc2)nc(Nc2ccc(C(=O)O)cc2)c1[N+](=O)[O-],12.1,2.0,7.3,5.6,10.5,8.6,-11.7,-3.4,28.3
CCOC(=O)N1CCC(NC(=O)CCC(=O)N2CCOc3ccccc32)CC1,0.6,2.2,19.0,8.6,-4.6,2.8,-304.6,-7.6,-16.2
CCOC(=O)C1CCN(CC(O)COCc2ccc3c(c2)OCO3)CC1 (stereo not drawn),20.2,-0.5,5.2,-1.2,-24.0,-5.5,-1.4,-8.5,3.7
COc1ccc2sc(N(CCCN(C)C)C(=O)c3ccc(C(=O)c4ccccc4)cc3)nc2c1,10.7,1.4,10.1,-13.4,-25.2,-3.1,30.5,-1.9,-2.0
FC(F)(F)c1ccc(-c2csc(-c3ccno3)n2)cc1,-37.7,2.1,-4.3,15.8,16.8,-0.4,0.7,0.3,26.3
COc1cccc(NC(=O)C(=O)c2cn(CC(=O)N3CCCC3)c3ccccc23)c1,13.5,-1.1,-87.1,-6.3,1.1,-7.5,5.6,-0.8,24.8
CCn1c2ccccc2c2cc(NC(=O)c3cc(OC)c(OC)c(OC)c3)ccc21,19.0,1.6,3.7,11.0,-7.4,-10.3,0.0,-0.5,9.2
CC1Cc2nc(SCC(=O)NCC3CCCO3)n(-c3ccc(F)cc3)c(=O)c2S1 (stereo not drawn),20.7,2.5,-3.2,15.5,-2.4,-6.9,-5.0,-3.8,18.9
CCC(=O)N1CCc2cc(Br)cc(S(=O)(=O)Nc3c(C)n(C)n(-c4ccccc4)c3=O)c21,-2.6,·,·,3.9,10.1,5.6,2.0,·,·
CCOc1ncccc1C(=O)NCCN1C(=O)S/C(=C/c2cccs2)C1=O,29.1,2.7,22.7,-0.7,1.9,1.1,14.2,28.6,19.5
CCCCOC(=O)c1cc(=O)[nH]c(=O)[nH]1,7.7,0.3,5.5,-12.6,0.8,5.7,-7.4,-1.9,9.0
CCOC(CCn1c(SCC(=O)Nc2cc(C)on2)nc2ccccc2c1=O)OCC,-8.4,2.0,11.3,8.7,3.2,-4.2,-10.8,-0.3,-10.1
O=C(Nc1ccc(Cl)c(Cl)c1)Nc1nnc(-c2ccncc2)s1,·,-150.8,-322.8,·,·,·,·,41.3*,-2.4

# Part of the list above, tab-delimited:
smiles	NLRP3 yeast inh	SENP1 inh	SENP8 block-1	SENP7 inh	SENP6 block	SENP8 block-2	Apaf1 inhib	HKDC1 inhibitor	PfG6PD inh
COc1ccc2sc(N(CCCN(C)C)C(=O)c3ccc(C(=O)c4ccccc4)cc3)nc2c1	10.7	1.4	10.1	-13.4	-25.2	-3.1	30.5	-1.9	-2.0
FC(F)(F)c1ccc(-c2csc(-c3ccno3)n2)cc1	-37.7	2.1	-4.3	15.8	16.8	-0.4	0.7	0.3	26.3
